TSHR antagonist – antagonists of human thyroid stimulating hormone receptor; P16473; 0.2% of 330,000 active; TSHR-expressing cells, TSH-stimulated cAMP HTRF, 2 h; hits give low values; activity change, negative = inhibition, % at 11.5 µM; AID 504810;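 active = activity change below a set negative limit, meaning inhibition stronger than a set level, cut at about -70% in these data; inconclusive = activity change between two set negative limits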; also: % is scaled to controls: 0 for no effect and ±100 for the full control effect
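TSHR-expressing cells were treated with compounds, then stimulated with TSH at EC80 (4nM final) for 2 hours at 37 deg C. Cellular cAMP was measured by HTRF competition between lysate cAMP and cAMP-d2 for a cryptate-labelled anti-cAMP antibody.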
ASM inhibitor – human S-ASM enzyme inhibition | placental ASM, HMU-PC fluorogenic substrate, 60 min | Potency, µM (doses to about 57.5 µM), without a hit: at the top dose activity change, negative = inhibition, usual class: inhibitors | P17405 | 0.006% of 340,000 active; also: potency is read from the fitted curve at half-maximal effect
Target sequence (P17405 47-631 limits assumed): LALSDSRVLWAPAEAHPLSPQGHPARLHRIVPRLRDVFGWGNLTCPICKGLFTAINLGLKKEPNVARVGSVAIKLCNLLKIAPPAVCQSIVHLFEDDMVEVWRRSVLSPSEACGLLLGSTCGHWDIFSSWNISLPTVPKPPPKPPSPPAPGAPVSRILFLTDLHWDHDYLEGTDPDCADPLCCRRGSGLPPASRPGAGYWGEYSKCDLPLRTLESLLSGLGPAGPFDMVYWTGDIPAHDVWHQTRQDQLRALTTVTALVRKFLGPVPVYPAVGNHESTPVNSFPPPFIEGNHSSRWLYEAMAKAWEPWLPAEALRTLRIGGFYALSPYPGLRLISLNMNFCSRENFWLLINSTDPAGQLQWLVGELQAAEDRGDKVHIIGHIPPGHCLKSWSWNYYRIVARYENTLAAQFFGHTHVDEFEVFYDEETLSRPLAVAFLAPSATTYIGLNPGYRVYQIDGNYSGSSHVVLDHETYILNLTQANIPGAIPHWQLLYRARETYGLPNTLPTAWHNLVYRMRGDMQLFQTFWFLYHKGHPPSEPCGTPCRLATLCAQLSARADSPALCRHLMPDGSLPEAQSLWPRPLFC
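Fluorogenic HMU-PC substrate (9 uM final) is turned over by placental ASM in 60 min at 37 C after a 10 min compound preincubation. Reaction ended by alkaline stop (pH 10), with fluorescence read at 386/447 nm.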
PKM2 activator – increases activity of human pyruvate kinase M2; P14618; purified PKM2, Kinase-Glo ATP luminescence, activation; response scale: 0% is enzyme alone, no compound; Potency, µM (doses to about 57.5 µM), for the others: at the top dose activation, most hits filed as activators; 0.34% of 260,000 active; also: potency is read from the fitted curve at half-maximal effect; % is scaled to controls: 0 for no effect and ±100 for the full control effect; nearly all actives have a fitted effect of over 55% in size
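Purified hPK-M2 (>95% pure) converted ADP (0.1 mM final) to ATP with 0.5 mM PEP in 50 mM imidazole pH7.2, KCl, MgCl2, Tween 20, BSA; 1 h at room temperature. ATP detected by Kinase-Glo luminescence.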
Mito fusion yeast – inhibitors of mitochondrial division or activators of mitochondrial fusion; 0.23% of 320,000 active; Potency, µM (highest dose often 46.1 µM), inactives show at the top dose growth rescue (activation), actives largely listed as activators; S. cerevisiae fusion-defective mutant growth rescue, CellTiterGlo 48 h; AID 485298;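 also: potency is read from the fitted curve at half-maximal effect; % of control where 0% means no effect; nearly all actives have a fitted effect of over 45% in size; temperature-sensitive fusion mutants such as fzo1-1 at 37 °C on non-fermentable ethanol glycerol medium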
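Temperature-sensitive fusion-defective S. cerevisiae (e.g. fzo1-1, mgm1-5) were grown with compound in YPEG medium (3% ethanol, 3% glycerol) for 48 hours at 37C. Growth rescue was measured as viability by CellTiterGlo luminescence after 10 minutes at ambient.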
Eya2 phos inh – inhibitors of human Eya2 phosphatase activity | Potency, µM (series often up to 76.9 µM), without a hit: at the highest dose activity, negative = inhibition, most hits filed as inhibitors | 0.006% of 330,000 active | recombinant Eya2, OMFP fluorescence dephosphorylation (OMFP is methylfluorescein phosphate); also: potency is read from the fitted curve at half-maximal effect; % is scaled to controls: 0 for no effect and ±100 for the full control effect
Target sequence (O00167 whole entry, looked up): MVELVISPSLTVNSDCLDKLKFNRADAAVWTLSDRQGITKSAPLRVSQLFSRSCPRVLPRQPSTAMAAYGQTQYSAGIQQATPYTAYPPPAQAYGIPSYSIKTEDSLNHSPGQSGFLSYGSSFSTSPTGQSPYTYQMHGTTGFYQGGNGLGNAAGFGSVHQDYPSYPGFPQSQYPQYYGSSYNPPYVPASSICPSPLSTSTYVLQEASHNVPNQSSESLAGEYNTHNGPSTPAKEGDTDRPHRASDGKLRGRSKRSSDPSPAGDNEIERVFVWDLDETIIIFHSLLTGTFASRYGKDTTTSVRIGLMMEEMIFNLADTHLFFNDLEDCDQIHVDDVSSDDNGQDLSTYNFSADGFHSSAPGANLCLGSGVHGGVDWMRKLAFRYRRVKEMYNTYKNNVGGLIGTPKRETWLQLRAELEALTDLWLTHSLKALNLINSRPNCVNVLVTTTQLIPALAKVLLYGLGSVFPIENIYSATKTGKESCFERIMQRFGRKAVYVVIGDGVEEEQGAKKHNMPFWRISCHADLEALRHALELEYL
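Eya2 (0.2 uM) preincubated 10 min at ambient with compound, then OMFP substrate added at 50 uM; 10 min reaction in 50 mM HEPES pH 7.5, 50 mM NaCl, 5 uM MgCl2, 0.05% BSA, 1 mM DTT. Fluorescence read at Ex 485/Em 525 nm.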
MBNL1-CUG inh – MBNL1-poly(CUG) RNA binding inhibition; Q9NR56; TR-FRET MBNL1-His/biotin-(CUG)12 binding, 665/545 ratio; Potency, µM (titrated, usually from 57.5 µM), for the others: at the top dose activity change, negative = inhibition, most hits filed as inhibitors; 0.036% of 280,000 active; active = well fitted inhibition curve with a large enough effect in the signal ratio, with a control signal flat, not every such curve was filed as active; inconclusive = small, poorly fitted or top-dose-only effect, or effect the other way, or a change in a side signal; inactive = no such curve, though single readings can be large or run the other way; the % refers to the signal ratio; also: potency is read from the fitted curve at half-maximal effect; % is scaled to controls: 0 for no effect and ±100 for the full control effect
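Ratiometric TR-FRET (665 over 545 nm, excitation 340 nm) tracks disruption of MBNL1-His/biotin-(CUG)12 complex after 60 min at room temperature, with compounds at 92 nM to 58 uM final.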
USP2a block – inhibitors of human ubiquitin-specific protease USP2a | USP2 core, Ub-CHOP2 coupled fluorogenic reporter, 485/531 | Potency, µM (doses to about 38.3 µM), inactives show at the top dose activity change, negative = inhibition, actives largely listed as inhibitors | 0.01% of 330,000 active;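 also: potency is read from the fitted curve at half-maximal effect; plate controls were DMSO wells for no effect and full inhibition by NEM control for full effect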
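Cell-free coupled assay: 10nM USP2 core preincubated 30min RT with compound in Tris-HCl pH 8.0/CaCl2/CHAPS buffer, then 25nM Ub-CHOP2 and 25nM reporter substrate; fluorescence (Ex 485/Em 531) read after 60min RT, normalized to NEM inhibition, concentration-response curves fitted.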
Menin-MLL TR inh – menin-MLL binding inhibition, Texas Red mutant peptide; Potency, µM (series often up to 61.6 µM), for inactives: at the top dose FP activity change, negative = inhibition, hits mostly inhibitors; Menin + Texas Red MLL mutant peptide, fluorescence polarization; 0.23% of 270,000 active; active = well fitted inhibition curve with a large enough effect in the polarisation, with a control signal flat, not every such curve was filed as active; inconclusive = small, poorly fitted or top-dose-only effect, or effect the other way, or a change in a side signal; inactive = no such curve, though single readings can be large or run the other way; the % refers to the polarisation; also: potency is read from the fitted curve at half-maximal effect; % of control where 0% means no effect; many of its hits are not listed in these tables
KCNH2 WT inh – inhibitors of human wildtype KCNH2 potassium channel; U2OS, BacMam KCNH2, thallium flux FluxOr; hits give low values; activity change, % at 1.84 µM; 0.37% of 340,000 active; AID 720551;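 active = maximum activity change below -70%; inconclusive = maximum activity change between -70% and -50%; inactive = maximum activity change above -50%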; also: % is scaled to controls: 0 for no effect and ±100 for the full control effect
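U2OS cells were transduced with wild-type KCNH2 virus (2.03 x 10^8 / mL) for 4 h at room temperature, then cultured overnight at 37 C. Thallium flux was read with FluxOr dye. Rate constants were normalized to DMSO controls.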
Chronic BCR inh – blocks chronic active B-cell receptor signaling; ABC-DLBCL IkBa-CBG/CBR reporter, luminescence ratio, 4 h; Potency, µM (top dose mostly 46.1 µM), for inactives: at the top dose ratio change, negative = lower green/red ratio, usual class: inhibitors; 0.05% of 340,000 active; AID 493014; active = well fitted inhibition curve with a large enough effect in the signal ratio, with a control signal flat, not every such curve was filed as active; inconclusive = small, poorly fitted or top-dose-only effect, or effect the other way, or a change in a side signal; the % refers to the signal ratio;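 also: potency is read from the fitted curve at half-maximal effect; plate controls were basal doxycycline-induced cells for no effect and cells given 10 µM MG132 for full effect; MG132 reads +100%, hits lower the ratio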
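Concentration-response series (up to 46 uM) were applied to TMD8 dual-reporter cells for 4 h at 37C with doxycycline. Green/red ratio, after filter-overlap correction, defined %Activity; red signal alone was normalised to basal cells and zero luminescence.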
GALK inhibitor – inhibitors of human galactokinase; 0.007% of 270,000 active; Potency, µM (highest dose often 57.5 µM), for the others: at the highest dose activity change, negative = inhibition, hits mostly inhibitors; Purified GALK, Kinase-Glo residual ATP luminescence; also: potency is read from the fitted curve at half-maximal effect; % is scaled to controls: 0 for no effect and ±100 for the full control effect
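The enzyme phosphorylates galactose (100 uM) using ATP (35 uM); inhibition is detected as higher residual ATP, quantified by bioluminescence after 1 h reaction at room temperature, pH 8.0.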
Active calls of the source: *; ? = inconclusive; . = not tested or not shown; [ ] = remark or other dose. Unless noted, calls follow the shape of the dose curve; as a rule, active = well fitted curve in the direction sought with a large enough effect; inconclusive = small, poorly fitted or top-dose-only effect, or another doubt; inactive = no such curve, though single readings can be large; an effect the other way counts as inactive or inconclusive. The list is partial; the hit share may differ from the screen's.

SMILES	TSHR antagonist	ASM inhibitor	PKM2 activator	Mito fusion yeast	Eya2 phos inh	MBNL1-CUG inh	USP2a block	Menin-MLL TR inh	KCNH2 WT inh	Chronic BCR inh	GALK inhibitor
O=C1C2CCCN2C(c2cccc(F)c2)N1c1cccc(Cl)c1 (stereo not drawn)	-10	0%	-17%	0%	10%	-10%	-2%	8%[11.7 µM]	0	3%	0%
NS(=O)(=O)c1cc(C(=O)O)cc(N2CCCC2)c1Oc1ccccc1	2	2%	.	7%	7%	.	2%	3%[24.8 µM]	13	1%	.
O=C(NCc1ccc(F)cc1)c1ccc(CS(=O)Cc2ccccc2Cl)o1 (stereo not drawn)	-4	-1%	.	-2%	1%	0%	7%	.	4	3%	-5%
Cc1ccc(SCCNS(C)(=O)=O)cc1	.	3%	-2%	0%	-5%	0%	1%	-15%	9	?	0%
Cc1ccc(S(=O)(=O)CCC(=O)OCC(=O)NCC(=O)Nc2cccc(C)c2C)cc1	-1	4%	2%	0%	-4%	-4%	1%	.	10	-14%	-7%
COc1cc(/C=C/C(=O)N2CCCC2)cc(OC)c1OC	-5	5%	-1%	-2%	-16%	10%	0%	0%	-1	?	1%
Cn1cnc(S(=O)(=O)N2CCc3ccccc32)c1	3	-1%	7%	-1%	3%	0%	4%	-6%	-6	7%	3%
O=C1CC(c2ccccc2Cl)c2c(sc3c(=O)[nH]c(CCl)nc23)N1 (stereo not drawn)	7	.	-2%	-2%	?	-10%	-3%	.	.	15%	4%
CCOC(=O)c1ccc(-c2cccc(C(F)(F)F)c2)nc1C	-2	-1%	-1%	-5%	-24%	5%	0%	6%	-13	-1%	0%
CC(=O)c1cccc(N2C(=O)CC(N3CCN(S(=O)(=O)c4ccc(Cl)cc4)CC3)C2=O)c1 (stereo not drawn)	-2	1%	.	2%	3%	.	0%	.	-2	1%	.
CN(Cc1ccco1)C(=O)c1cc2c(s1)-c1ccc(Cl)cc1S(=O)(=O)C2	-13	0%	.	3%	-2%	13%	2%	-26%	1	3%	-2%
Cc1cc(Cl)ccc1NC(=O)c1ccc2c(c1)CCN2S(C)(=O)=O	5	-3%	.	0%	-6%	0%	1%	20%	-7	?	.
COc1ccc(C(=O)NC2=C(C#N)CCC2)cc1OC	-1	-1%	1%	0%	15%	?	-1%	-16%	-12	?	-3%
O=C(c1ccco1)N(CC1CCCO1)c1nc(-c2ccccc2)cs1 (stereo not drawn)	-5	-2%	5%	23%	8%	-7%	1%	0%	-7	?	0%
CC(=Nc1cccc(O)c1)c1sc2ccccc2c1O	-27	-1%	-2%	?	5%	?	17%	27%	4	?	0%
O=C1OCc2ccc(NS(=O)(=O)c3ccc(C(F)(F)F)cc3)cc21	-2	-8%	7%	-1%	-5%	-2%	0%	.	-11	-3%	.
CN(C)CCCN(C(=O)CCS(=O)(=O)c1ccccc1)c1nc2cc3c(cc2s1)OCO3	11	.	17%	-1%	1%	-7%	0%	.	16	?	5%
COc1ccccc1C(=O)N/N=C(\C)CC(=O)Nc1ccc(Cl)cn1	-6	-1%	7%	-3%	12%	7%	-3%	.	-8	-60%	-1%
O=C(O)CC1(CC(=O)Nc2cccc(C(F)(F)F)c2)CCCC1	8	6%	-11%	-3%	8%	-9%	1%	.	12	12%	-1%
Cc1cc(C)cc(Nc2ncc3c(n2)CCCC3=O)c1	0	0%	-7%	5%	-16%	8%	3%	-10%	1	0%	0%
CSc1nsc(SCC(=O)Nc2nc3ccccc3s2)n1	-21	15%	0%	-2%	-9%	8%	8%	?	-14	?	-1%
Cc1ccc(C(=O)Nc2ccc(N3CCOCC3)cc2)cc1S(=O)(=O)N1CCCCC1	-22	0%	.	-1%	1%	.	0%	.	-16	-8%	.
CCC(Cc1ccccc1)NS(=O)(=O)c1ccc2c(c1)NC(=O)CO2 (stereo not drawn)	-7	-3%	.	1%	0%	-1%	-11%	.	9	-1%	-4%
CCc1cccc2c(C(=O)COC(=O)c3ccccc3)c[nH]c12	-8	.	0%	0%	-5%	0%	0%	?	-7	12%	-1%
COc1ccc(C(=O)Nc2nnc(SCC(=O)NC3CC3)s2)cc1	-11	15%	-3%	-8%	1%	2%	1%	?	-5	-18%	2%
COc1ccc(CC2(CO)CCN(Cc3cnn(C)c3)CC2)cc1	-1	6%	4%	-10%	1%	-3%	-2%	-4%	26	-2%	0%
Cc1cccc(C)c1Nc1ncnc(N)c1[N+](=O)[O-]	4	0%	6%	-3%	10%	15%	9%	-11%	27	-14%	0%
COc1cccc2[nH]c(C(=O)NCc3ccccc3)cc12	0	-1%	.	3%	-1%	8%	-1%	-7%	-9	5%	3%
CCOC(=O)Cc1csc(NC(=O)CN2CCN(CC)CC2)n1	34	5%	6%	0%	-9%	-6%	2%	-7%	0	6%	-4%
Cc1ccc([C@@H]2CC=C(C(=O)O)[C@H](c3ccc(F)cc3)N2S(=O)(=O)c2ccccc2C)cc1	-3	-1%	.	.	-7%	.	-12%	.	-3	-1%	.
C=CCn1c(NC(=O)CC)c(C(=O)OCC)sc1=S	1	2%	-5%	-3%	-27%	0%	-1%	7%	11	-14%	1%
CC(C)c1ccc(N(CC(=O)NCCc2ccccc2)C(=O)c2csnn2)cc1	-7	-3%	3%	6%	-13%	-3%	-6%	-9%	25	-3%	1%
CS(=O)(=O)N1Cc2ccccc2CC1C(=O)Nc1ccccc1C(N)=O (stereo not drawn)	1	5%	1%	-1%	-15%	2%	2%	?	14	-9%	0%
CCOC(=O)C(Cc1ccc(NC(=O)/C(=C/c2ccc(OC(C)=O)cc2)NC(C)=O)cc1)N1C(=O)c2ccccc2C1=O (stereo not drawn)	-2	-2%	2%	-1%	-17%	3%	1%	-16%	5	?	1%
O=C(NCCc1ccccc1)c1ccccc1F	24	2%	0%	7%	12%	2%	9%	10%	-1	?	1%
CCN(c1ccccc1)S(=O)(=O)c1ccc(Cl)c(C(=O)NCc2ccco2)c1	23	-4%	.	-1%	-6%	.	0%	.	0	7%	.
O=C1CS/C(=N\N=C\c2ccco2)N1c1ccccc1	1	2%	2%	0%	7%	7%	-1%	.	-9	-3%	0%
CCCn1cc(SCC(=O)NC2CCCC2)c2ccccc21	-12	3%	3%	6%	7%	-4%	-3%	-18%	2	-1%	2%
CCN(CC)CC(O)COC(c1ccccc1)c1ccccc1 (stereo not drawn)	-28	1%	-2%	-7%	0%	-5%	9%	.	26	7%	1%
CN(C(=O)CSc1nnc(-c2ccco2)n1N)C1CCCCC1	5	1%	3%	4%	12%	1%	5%	-1%	51	2%	-3%
COc1ccccc1C(=O)NCCC(=O)NCC(c1ccco1)N1CCCC1 (stereo not drawn)	8	6%	.	-3%	17%	.	4%	.	2	0%	.
Cc1cc(C)n(S(=O)(=O)c2ccc(C)c(C)c2C)n1	-20	-2%	2%	5%	10%	5%	0%	-20%	3	-1%	2%
COc1ccc(NC(=O)C(c2ccccc2)N(C)C(=O)c2ccc(=O)[nH]c2)cc1 (stereo not drawn)	7	2%	-3%	-1%	3%	-8%	0%	11%	-4	2%	0%
CC(=O)N(O)CCCCCNC(=O)CCC(=O)N(O)CCCCCNC(=O)CCC(=O)N(O)CCCCCNC(=O)CCC(=O)O	-8	2%	.	.	-4%	.	3%	.	-5	?	.
Cc1cc(C)c(CN2CCN(Cc3ccc(C)o3)C(CCO)C2)c(-n2cccn2)c1 (stereo not drawn)	6	0%	-3%	7%	-3%	12%	-6%	?	-23	1%	5%
Cc1c(N=Cc2ccc(Br)s2)cccc1[N+](=O)[O-]	16	-3%	1%	-1%	-1%	5%	0%	1%	16	0%	4%

High-throughput results as filed in PubChem.
